# Screening data as filed in PubChem.
# PDI turbidity = inhibitors of human protein disulfide isomerase | inhibition, % at 10 µM | P07237 | hit rate 0.052% among 350,000 | PDI insulin aggregation turbidity, A650, 90 min;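 active means mean inhibition across replicates of 30% or more, whatever share of single replicates reach that level; inconclusive means mean inhibition below 30% while every single replicate reaches 30%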;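 further: absorbance from insulin aggregation driven by PDI reduction with DTT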
# CaV13 FRET inh = Primary screen for inhibitors of IQ motif and Ca2+-dependent inactivation inhibitor domain binding in CACNA1D, Förster resonance energy transfer in living cells, …; HEK cells, CFP/YFP FRET ICDI-IQ, plate reader, 10 min; percent FRET-ratio fall versus neutral wells; inhibition, % at 12.3 µM; hit rate 0.098% among 340,000;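 active means mean replicate inhibition of at least 30% and at least 1% of replicates passing that level; inconclusive means only one of the two criteria is met; inactive means neither criterion is met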;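 further: 0% = median of the neutral control wells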
# hiPSC survival = enhancers of human iPSC single-cell survival. hiPSC single-cell survival, ATPlite luminescence; 100% = ROCK inhibitor wells, 0% = DMSO. survival enhancement, % at 20 µM. hit rate 0.044% among 360,000. AID 602274; in the data active means survival enhancement above about 18%;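 further: cells exposed to compounds for 16 hours before the ATP read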
# H9c2 protect = myocardial damage modulation in H9c2 cells; hit rate 0.63% among 360,000; protection from H2O2 cell death, % at 20 µM; H9c2 cardiomyocytes, H2O2 injury protection, ATPLite, 2 h;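 active means compounds giving at least 50% protection of heart cells from peroxide-induced death in the single-dose screen, raw or plate-pattern-corrected value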;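 further: 0% = DMSO wells with peroxide and 100% = DMSO wells without peroxide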
# Granule exo inh = lytic granule exocytosis inhibition | TALL-104 LAMP-1 surface exposure, flow cytometry; cells stimulated with thapsigargin and PMA | inhibition, % at 10 µM | hit rate 0.66% among 360,000;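 active means inhibition above about 55%, limit read from the data; inconclusive means no clear call, values can overlap the other calls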
# aDG glyco up = alpha-DG glycosylation activation. Pro5-aDG cells, alpha-DG glycosylation AlphaScreen (IIH6); 0% Pro5, 100% B10-LARGE cell signal. activation, % at 10 µM. hit rate 0.22% among 360,000;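 active means activation of at least 8% versus controls, or a plate z-score of at least 8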;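 further: Pro5 are CHO cells carrying HIG-tagged alpha-DG that lacks glycosylation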
# Glyco luc inh = N-linked glycosylation inhibition | D54 ERlucT glycosylation luciferase reporter, 24 h; percent of 100 nM tunicamycin response | reporter increase, % at 12.5 µM | hit rate 0.23% among 360,000 | AID 588692;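 active means mean luciferase reporter signal, scaled so untreated is 0 and the glycosylation-blocking control 100, at or above a set limit in every replicate; inconclusive means mean reaches the limit but not every replicate does; inactive means mean below the limit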;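 further: luciferase carries N-glycosylation sites so blocking glycosylation raises the light; 0% = median of neutral control wells and 100% = median of 100 nM tunicamycin wells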
# ABCB6 inh 2 = blocks the human ABCB6 transporter | fluorescence ratio to DMSO, % at 10 µM | AID 602162 | Q9NP58 | hit rate 0.19% among 360,000 | K562-ABCB6 porphyrin accumulation, flow cytometry, 1 h; stronger effect = lower value;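 active means fluorescence ratio to DMSO below 75%, the collection mean minus 3 SD; inconclusive means too few cells collected in the well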;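 further: signal is porphyrin accumulated inside mitochondria; 100% equals median channel fluorescence of DMSO control wells; lower ratio means ABCB6 inhibition with less porphyrin fluorescence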
# Target sequence (Q9NP58 whole entry, looked up): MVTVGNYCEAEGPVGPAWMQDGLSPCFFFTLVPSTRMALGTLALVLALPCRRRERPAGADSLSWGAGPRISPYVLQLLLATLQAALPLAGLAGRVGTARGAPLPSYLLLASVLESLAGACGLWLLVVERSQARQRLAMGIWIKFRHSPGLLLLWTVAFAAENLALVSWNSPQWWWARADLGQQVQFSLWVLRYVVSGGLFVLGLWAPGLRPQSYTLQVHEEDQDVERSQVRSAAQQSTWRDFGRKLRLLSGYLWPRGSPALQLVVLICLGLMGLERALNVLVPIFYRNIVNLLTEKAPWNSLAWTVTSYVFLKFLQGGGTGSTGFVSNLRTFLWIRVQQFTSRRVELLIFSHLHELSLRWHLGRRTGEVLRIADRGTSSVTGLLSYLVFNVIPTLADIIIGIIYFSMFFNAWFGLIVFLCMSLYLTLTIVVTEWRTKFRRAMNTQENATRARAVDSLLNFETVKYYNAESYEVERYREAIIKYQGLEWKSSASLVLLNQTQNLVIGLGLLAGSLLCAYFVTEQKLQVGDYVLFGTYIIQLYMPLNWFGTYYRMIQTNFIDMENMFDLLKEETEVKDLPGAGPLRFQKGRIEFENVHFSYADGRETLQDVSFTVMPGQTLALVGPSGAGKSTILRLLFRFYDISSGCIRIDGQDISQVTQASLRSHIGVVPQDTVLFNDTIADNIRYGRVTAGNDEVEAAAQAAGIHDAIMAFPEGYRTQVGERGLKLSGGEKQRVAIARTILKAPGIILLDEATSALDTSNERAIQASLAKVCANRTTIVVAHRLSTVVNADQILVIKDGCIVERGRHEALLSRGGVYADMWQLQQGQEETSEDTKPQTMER
# HTR2A ag = activates the mouse 5-HT2A serotonin receptor; activation, % at 7.6 µM; P35363; hit rate 0.66% among 360,000; CHO-K1 mHTR2A beta-arrestin complementation, luminescence; percent of 30 µM serotonin response;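 active means activation above a run cutoff, the mean activation of all tested compounds plus 3 SD, cut at about 14% in these data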;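 further: 0% = plate median of compound wells and 100% = 30 µM serotonin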
# Vif imaging = inhibitors of HIV Vif; AID 602346; hit rate 0.35% among 340,000; HEK293T cells, Vif self-association by quenched fluorescence, imaging, 24 h; inhibition, % at 7.49 µM; in the data active means inhibition above about 50%, passing the limit was not always enough; inconclusive means no clear call, values can overlap the other calls; inactive means below about 31%; further: some results filed as inactive read as strong as hits
# * = called active by the depositor; ? = inconclusive; nt = no result given.
# The first 9 entries, ahead of the listing:
SMILES,PDI turbidity,CaV13 FRET inh,hiPSC survival,H9c2 protect,Granule exo inh,aDG glyco up,Glyco luc inh,ABCB6 inh 2,HTR2A ag,Vif imaging
CN(C)N1C(N)=C(C#N)C(c2ccsc2)C2=C1CC(C)(C)CC2=O (stereo not given),-4,-3,-0.2,2,-2,-0.1,5,100,-3,18
O=c1oc(C2(O)CCCCC2)cc2ccccc12,-9,-4,2.0,4,1,0.2,0,99,2,-3
O=C(Nc1nc2ccccc2[nH]1)c1cccc(Br)c1,3,-8,-0.2,-8,-12,0.6,8,99,2,-1
Fc1ccc(NC(=S)Nc2cc(Cl)ccc2Cl)cc1,-20,9,0.4,-5,-2,-0.3,4,102,-1,-6
CCOc1ccc(S(=O)(=O)N(CC)CC)cc1NS(=O)(=O)c1ccc(F)c(F)c1F,3,-5,0.8,2,2,-0.1,0,103,2,7
COc1ccccc1Nc1cc2cc(Br)ccc2c(=O)[nH]1,29,-9,6.8,0,7,-0.1,22,94,-8,-2
Clc1ccc(-c2cccc3nccn23)c(Cl)c1,13,-5,0.8,-3,-9,0.5,1,98,0,-2
Cc1cc(=O)n2[nH]cc(-c3ccccc3)c2n1,-2,-5,0.4,-2,0,-0.2,1,107,2,-1
COc1ccc(-c2[nH]nc(-c3ccccc3)c2-c2nc3ccccc3[nH]2)cc1,-2,-9,-2.2,4,3,-0.1,?,101,-2,-9

# Main list, repeating the preview:
SMILES,PDI turbidity,CaV13 FRET inh,hiPSC survival,H9c2 protect,Granule exo inh,aDG glyco up,Glyco luc inh,ABCB6 inh 2,HTR2A ag,Vif imaging
CN(C)N1C(N)=C(C#N)C(c2ccsc2)C2=C1CC(C)(C)CC2=O (stereo not given),-4,-3,-0.2,2,-2,-0.1,5,100,-3,18
O=c1oc(C2(O)CCCCC2)cc2ccccc12,-9,-4,2.0,4,1,0.2,0,99,2,-3
O=C(Nc1nc2ccccc2[nH]1)c1cccc(Br)c1,3,-8,-0.2,-8,-12,0.6,8,99,2,-1
Fc1ccc(NC(=S)Nc2cc(Cl)ccc2Cl)cc1,-20,9,0.4,-5,-2,-0.3,4,102,-1,-6
CCOc1ccc(S(=O)(=O)N(CC)CC)cc1NS(=O)(=O)c1ccc(F)c(F)c1F,3,-5,0.8,2,2,-0.1,0,103,2,7
COc1ccccc1Nc1cc2cc(Br)ccc2c(=O)[nH]1,29,-9,6.8,0,7,-0.1,22,94,-8,-2
Clc1ccc(-c2cccc3nccn23)c(Cl)c1,13,-5,0.8,-3,-9,0.5,1,98,0,-2
Cc1cc(=O)n2[nH]cc(-c3ccccc3)c2n1,-2,-5,0.4,-2,0,-0.2,1,107,2,-1
COc1ccc(-c2[nH]nc(-c3ccccc3)c2-c2nc3ccccc3[nH]2)cc1,-2,-9,-2.2,4,3,-0.1,?,101,-2,-9
COc1ccc(N(C(=O)Cc2cccs2)C(C(=O)NC2CCCCC2)c2cccn2C)cc1 (stereo not given),-5,nt,1.6,1,-2,0.6,-2,98,3,5
O=c1[nH]c(=S)[nH]c2c1CN(Cc1ccc(F)cc1)CC2,4,-7,-0.7,2,-1,-0.1,0,105,8,-2
CCN(CC(=O)N1CCCC1)S(=O)(=O)c1ccc2ccccc2c1,0,-6,-0.5,1,2,0.1,-1,96,-1,-4
COc1ccccc1C(CCN(Cc1ccccc1)C(C)=O)c1ccco1 (stereo not given),0,-3,0.1,8,18,0.2,4,102,-2,1
CCN(CC(=O)Nc1ccc(S(N)(=O)=O)cc1)S(=O)(=O)c1cc(C)ccc1OC,4,0,-1.4,-13,-1,-0.2,0,96,3,-3
Cc1ccc(NC(=O)CN2CCc3cc4c(cc3C2)OCCCO4)cc1C,-6,-13,-0.1,-3,16,0.0,5,100,-5,0
CCOC(=O)CSC1=C(C#N)C(c2ccc(C)o2)CC(=O)N1 (stereo not given),-7,-5,-0.1,9,-2,-0.2,10,96,3,24
O=C(COc1ncnc2ccc(Br)cc12)NCc1ccco1,-1,-7,-0.7,1,21,-0.2,2,91,-2,-10
C=CCSc1nc2ccsc2c(=O)n1-c1cccnc1,-3,-4,1.8,-1,-2,0.4,-1,104,1,-6
COc1ccc(N2CC(NC(=O)NCC(C)C)CC2=O)cc1 (stereo not given),4,-4,1.6,-3,-1,-0.4,2,93,0,0
COC(=O)c1ccc(CN2CCN(Cc3ccc(F)cc3)C(CCO)C2)cc1 (stereo not given),9,-12,0.7,-4,7,-0.1,0,98,-1,2
COc1ccccc1NC(=O)CSc1nnc(C)s1,-2,-2,-0.1,11,-8,0.0,1,96,-5,?
CC(C)(C)NC(=O)c1cccc2c1-c1ccccc1C2=O,5,-7,-0.5,-2,7,-0.1,1,89,-4,nt
CC1(C)CC2(C)OC2C2(C1)N=NC(=Nc1ccccc1)O2 (stereo not given),nt,nt,-1.5,-10,4,0.0,45*,90,0,6
CC(c1ccon1)N(C)C(=O)CCc1nnc(CCCCc2ccccc2)o1 (stereo not given),-6,-6,0.1,-8,-3,-0.1,1,101,-1,-4
O=C(OCC(=O)N1CCN(S(=O)(=O)c2ccc(Cl)cc2)CC1)C1CC1,5,-6,-0.6,-1,12,-0.1,0,103,2,25
Cc1cccc(C(=O)OCC(=O)c2ccc(CC(=O)N3CCOCC3)s2)c1C,-2,-5,3.3,-1,10,3.6,-1,101,-3,5
COc1ccc(F)cc1S(=O)(=O)Nc1ccc(C)cc1,10,nt,-0.6,-8,1,0.4,0,94,1,0
CCOc1ccc(CNC(=O)C2CC(=O)N(C3CCCC3)C2)cc1OC (stereo not given),1,-8,-0.5,2,-4,0.0,-1,103,2,-2
O=C(COC(=O)c1ccccc1[N+](=O)[O-])c1ccc2c(c1)OCO2,2,-4,-0.6,-20,-3,-0.1,-16,101,2,-2
COC(=O)c1csc(S(=O)(=O)N2CCCCC2)c1OC,0,-11,3.2,0,-3,-0.1,0,100,3,-9
O=C(N1CCOCC1)N1CCCC(c2nc(-c3cccs3)no2)C1 (stereo not given),-6,-8,2.0,-2,-2,-0.1,1,95,-2,2
CC(=O)OC[C@@H]1CN(Cc2cccc(C(F)(F)F)c2)C[C@H](n2cnc3c(N4CCOCC4)ncnc32)O1,13,-9,-3.7,7,-1,0.2,2,97,-7,-4
CC(=O)c1cccc(N=C2NC(=O)C(CO)(CO)S2)c1,-3,-4,3.3,3,-4,0.2,1,112,6,5
CCn1ncc(Cl)c1C(=O)Nc1ccncc1,8,nt,5.9,-3,-12,0.1,0,114,0,-11
N#Cc1c2n(c3c(-c4ccccc4)ncnc13)CCC2,-7,0,-1.0,-3,0,-0.1,1,100,8,7
CS(=O)(=O)N(CC(=O)NCc1ccco1)c1cc(C(F)(F)F)ccc1Cl,-2,-9,-1.0,4,-3,-0.1,0,95,-6,-1
CCOC(=O)CC1COCCN1Cc1cn[nH]c1-c1ccc2c(c1)OCO2 (stereo not given),0,1,0.3,4,6,0.3,0,102,-1,-6
Cc1cc(CN(Nc2ccccc2)c2ccccc2)cc(C)n1,2,-5,-1.0,0,1,0.2,1,95,-2,5
Cc1onc(-c2ccccc2Cl)c1C(=O)OCC(=O)N1CCCCC1,2,-6,-0.4,4,4,0.1,-2,85,-1,17
O=C(c1ccncc1)c1ccc(Br)cc1,3,-5,-1.5,-7,5,0.3,0,86,-2,5
COc1ccc(OC)c(NC(=O)CCNS(=O)(=O)c2ccc3[nH]c(=O)oc3c2)c1,-5,-7,1.2,3,2,-0.4,1,101,-6,-1
COc1ccc(Nc2nc(-c3cccc([N+](=O)[O-])c3)nc3ccccc23)cc1,-18,-5,1.1,10,12,-0.4,-2,98,2,10
Cc1ccccc1OCC(=O)N/N=C/c1c(C)nn(-c2ccccc2)c1Cl,5,-3,-0.4,8,12,0.0,1,102,1,2
N#Cc1cc2ccc(N3CCOCC3)cc2cc1C#N,-8,-6,-3.2,-16,19,6.8*,17,103,7,-2
O=C(O)CN=C1NC2(CCCCC2)Cc2ccccc21,11,-6,3.5,2,0,-0.3,1,94,-2,6
O=c1[nH]cnc2c1c(-c1ccccc1)cn2-c1ccccc1,-4,-2,-0.4,-3,11,1.0,4,97,1,2
CSc1nc2c(c(=O)[nH]1)C(c1ccccc1)C1=C(CC(C)(C)CC1=O)N2 (stereo not given),-4,-4,-0.8,-8,-2,-0.1,0,112,-3,2
Cc1cc2cc(C#N)c(N3CCN(S(C)(=O)=O)CC3)nc2cc1C,5,-3,1.4,4,-1,0.5,2,100,3,-2
O=C(CS(=O)(=O)Cc1ccccc1)Nc1ccc(Br)cc1F,-6,-7,-0.3,2,1,0.0,1,97,-4,-5
Cc1ccc(NC(=S)Nc2ccc3[nH]c(=O)[nH]c3c2)cc1,-3,-2,-0.7,-6,3,0.1,0,97,-8,2
# Additional structures:
SMILES,PDI turbidity,CaV13 FRET inh,hiPSC survival,H9c2 protect,Granule exo inh,aDG glyco up,Glyco luc inh,ABCB6 inh 2,HTR2A ag,Vif imaging
CNc1ncc(C(=O)C(C)(C)C)s1,11,-5,1.3,3,1,0.0,3,105,-5,-29
CC1CN(C(=O)C2(C)CC2(Br)Br)CC(C)O1 (stereo not given),-3,-8,-0.8,6,0,-0.1,2,97,2,-7
CCOC(=O)c1c(S(=O)(=O)N2CCCCC2C)c(C)n(C)c1C (stereo not given),-2,-5,-0.3,1,-4,-0.1,1,96,2,-9
FC(F)(F)c1ccc(-n2ccnc2)nc1,5,nt,0.4,0,-3,0.0,3,100,1,-2
CC1=C(C(=O)N2CCOCC2)CC(CC(=O)NCc2ccco2)C(=O)N1Cc1ccc(F)cc1 (stereo not given),4,-6,-0.1,-8,1,0.2,2,99,-4,-3
Cc1ccc(-c2csc(/C=C3/SC(C)C(=O)N3CC(=O)Nc3ccccc3F)n2)cc1 (stereo not given),-4,-6,1.3,3,4,0.0,-2,97,-2,12
C=CCSC1=C(C#N)C(c2ccccc2C)CC(=O)N1 (stereo not given),-2,0,9.6,0,-1,-0.3,2,94,10,10
COc1ccccc1NS(=O)(=O)c1cccc(C(=O)NCC(c2ccccc2OC)N2CCCC2)c1 (stereo not given),-4,-1,1.3,6,5,-0.2,-3,100,-4,1
COc1ccc(-n2nnc3c(=O)n(CC(=O)N4CCC(C)CC4)cnc32)cc1,nt,-6,-0.2,2,-2,0.0,2,90,12,-2
CCC(NS(=O)(=O)c1ccc(C)cc1)C(=O)O (stereo not given),2,-9,-2.1,4,0,0.1,2,104,-1,3
